# Compound activity as filed in PubChem BioAssay.
# A549 viability = kills or reduces viability of A549 cells in Nrf2 counter-screen; Potency, µM (series often up to 46 µM), for the others: top-dose activity change, negative = cytotoxicity, usual class: inhibitors; A549 ARE-Fluc cells, CellTiter-Fluor viability, 18-24 h; hit rate 0.16% among 390,000; further: potency means the concentration at half of the fitted maximal effect; on the % scale 0 is the no-effect control and ±100 the full control effect
#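 A549 ARE_Fluc cells in 5% FBS OPTI-MEM were exposed to compounds in concentration-response for 18-24 h at 37 deg C. Viability was read by CellTiter-Fluor fluorescence (Ex 405/Em 525) after 30 min, before the luciferase read.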
# ATXN2 expr inh = ATXN2 expression inhibition | hit rate 0.72% among 360,000 | HEK-293 ATXN2-luciferase reporter, luminescence, 24 h | Potency, µM (doses to about 57 µM), inactives show at the highest dose activity change, negative = inhibition, most hits filed as inhibitors; further: potency means the concentration at half of the fitted maximal effect; on the % scale 0 is the no-effect control and ±100 the full control effect; nearly all actives have a fitted effect of over 55% in size
#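 ATXN2-luciferase reporter cells (luciferase flanked by upstream and downstream ATXN2 gene portions) were treated 24 h at 37 °C with compounds at up to 57 uM. SteadyGlo luminescence gave expression; GF-AFC fluorescence gave viability.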
# ATXN viability = viability counter-screen for ATXN expression inhibitors. S2 cells (HEK-293 line with an ATXN2-luciferase reporter) viability, CellTiter-Fluor protease fluorescence, 24 h. Potency, µM (titrated, usually from 56.7 µM), most hits filed as cytotoxic. hit rate 0.49% among 400,000. AID 651635; further: potency means the concentration at half of the fitted maximal effect; nearly all actives have a fitted effect of over 40% in size
# IL-2 act = IL-2 activation; IL-2 activation reporter assay, cell-based qHTS; stimulated with anti-CD3/CD4/CD28 beads; in transgenic mouse T cells; hit rate 0.065% among 360,000; activation, % (series mostly up to about 46 µM); AID 652025; in the data active means activation above about 50%; inconclusive means mostly about 30% to 49%; further: 0% is about no effect
#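 Unstimulated transgenic mouse T cells preincubated 60 min with compound, then stimulated with anti-CD3/anti-CD4-coated beads plus anti-CD28 for 18 h at 37 degrees C. IL-2 response read as EGFP and DsRed fluorescence by plate cytometry.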
# HepG2 tox = kills HepG2 cells in TGF-b inhibitor counter-screen; HepG2 CAGA-GFP viability, ATP luminescence, 18 h; Potency, µM (highest dose often 46.1 µM), without a hit: at the top dose activity change, negative = cytotoxicity, hits mostly cytotoxic; hit rate 0.76% among 410,000; further: potency means the concentration at half of the fitted maximal effect; some results filed as inactive show a strong effect at the top dose
#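 CellTiter-Glo luminescence gave cytotoxicity after 18 hours at 37 degrees C. The cells were HepG2 CAGA-GFP in 1% FBS DMEM, stimulated with 500 pg/mL TGF-beta after compound addition. %Activity was normalised to no-cell wells (complete cell-killing) and DMSO (no toxicity), and curves were fitted and classified.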
# Nrf2 inh = Nrf2 pathway inhibition | A549 ARE-Fluc reporter, luciferase luminescence, 18-24 h | hit rate 2.1% among 360,000 | AID 504444 | Potency, µM (top dose mostly 46 µM), for the others: at the top dose activity change, negative = inhibition, actives largely listed as inhibitors; further: potency means the concentration at half of the fitted maximal effect; on the % scale 0 is the no-effect control and ±100 the full control effect; nearly all actives have a fitted effect of over 60% in size
#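 A549 ARE_Fluc cells, 5000/well, 5% FBS OPTI-MEM; compounds in dose-response, 18-24 h at 37 °C/5% CO2; CellTiter-Fluor viability read (Ex 405/Em 525), then BugLite luciferase luminescence = Nrf2 activity.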
# Nrf2 activator = Nrf2 pathway activation. AREc32 ARE-luciferase reporter (MCF7-derived line), luminescence, 24 h. Potency, µM (titrated, usually from 46.1 µM), for inactives: at the highest dose activation, usual class: activators. hit rate 0.31% among 410,000; further: potency means the concentration at half of the fitted maximal effect; % of control where 0% means no effect; nearly all actives have a fitted effect of over 65% in size
#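 Luciferase luminescence (Steady-Glo, 30 min at room temperature) served as the read-out of ARE activation in AREc32 cells treated with compounds for 24 hr at 37 deg C.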
# EPAC2 agonist = EPAC2 (human) agonism; Q8WZA2; EPAC2 activation, biochemical qHTS; response scale: 100% = 6.5 mM cAMP response; Potency, µM (doses to about 154 µM), for inactives: top-dose activation, actives largely listed as activators; hit rate 0.079% among 360,000; AID 720711; further: potency means the concentration at half of the fitted maximal effect; nearly all actives have a fitted effect of over 50% in size
# Target sequence (Q8WZA2 whole entry, looked up): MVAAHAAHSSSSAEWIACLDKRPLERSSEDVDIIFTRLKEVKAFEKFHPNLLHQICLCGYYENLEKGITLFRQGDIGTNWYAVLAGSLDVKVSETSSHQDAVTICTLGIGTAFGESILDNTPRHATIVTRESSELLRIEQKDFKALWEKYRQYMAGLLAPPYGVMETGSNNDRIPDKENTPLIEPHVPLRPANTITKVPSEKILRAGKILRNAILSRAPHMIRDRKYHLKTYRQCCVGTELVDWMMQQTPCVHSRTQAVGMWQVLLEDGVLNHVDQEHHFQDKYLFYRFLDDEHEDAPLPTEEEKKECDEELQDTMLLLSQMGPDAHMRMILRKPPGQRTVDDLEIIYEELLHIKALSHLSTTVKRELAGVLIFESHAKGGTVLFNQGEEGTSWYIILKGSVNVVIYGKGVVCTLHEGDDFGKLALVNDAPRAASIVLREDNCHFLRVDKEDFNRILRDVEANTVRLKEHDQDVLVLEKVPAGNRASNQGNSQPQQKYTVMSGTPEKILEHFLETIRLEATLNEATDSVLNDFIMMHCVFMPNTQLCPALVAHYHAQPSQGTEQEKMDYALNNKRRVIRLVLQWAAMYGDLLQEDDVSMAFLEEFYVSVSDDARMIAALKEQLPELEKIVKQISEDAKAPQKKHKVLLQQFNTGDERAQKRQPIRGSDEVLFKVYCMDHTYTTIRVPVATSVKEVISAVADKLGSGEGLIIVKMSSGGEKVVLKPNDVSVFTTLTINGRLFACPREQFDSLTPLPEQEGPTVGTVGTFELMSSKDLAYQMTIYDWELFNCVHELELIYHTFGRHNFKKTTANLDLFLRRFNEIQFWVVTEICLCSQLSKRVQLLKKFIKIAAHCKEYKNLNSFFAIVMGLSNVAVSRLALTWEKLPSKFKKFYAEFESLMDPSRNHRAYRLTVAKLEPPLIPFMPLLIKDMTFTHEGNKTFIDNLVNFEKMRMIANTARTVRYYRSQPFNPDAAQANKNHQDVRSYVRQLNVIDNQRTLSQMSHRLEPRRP
#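 Setup: EPAC2 100 nM, labeled Rap1B complex 250 nM, free GDP 50 uM. Compound titrations pinned in, brief spin, 5 min room temperature incubation. Kinetic fluorescence read over 30 min, normalized to 6.5 mM cAMP.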
# TGFb inhibitor = inhibitors of TGF-b signaling | HepG2 CAGA-GFP TGF-b/SMAD3 reporter, GFP fluorescence, 18 h; TGF-beta stimulated, 500 pg/mL final | Potency, µM (highest dose often 46.1 µM), for inactives: at the top dose activity, negative = inhibition, hits mostly inhibitors | hit rate 1.2% among 410,000 | AID 588855; further: potency means the concentration at half of the fitted maximal effect; on the % scale 0 is the no-effect control and ±100 the full control effect; nearly all actives have a fitted effect of over 65% in size
#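 First, reporter cells (HEPG2 CAGA-GFP) rested 2 h at 37 degrees C. Next, compounds were pinned in and TGF-beta added to 500 pg/mL final. After 18 h, GFP was imaged per cell and summed per well.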
# An asterisk follows results filed as active; i = inactive; ? = inconclusive; . = not tested or not shown; & = joins results of further samples; [ ] = dose if it differs, or a comment. Unless noted, the call rests on the fitted dose curve; in most records, active means well fitted curve in the direction sought with a large enough effect; inconclusive means small, poorly fitted or top-dose-only effect, or another doubt; inactive means no such curve, though single readings can be large; an effect the other way counts as inactive or inconclusive.
SMILES,A549 viability,ATXN2 expr inh,ATXN viability,IL-2 act,HepG2 tox,Nrf2 inh,Nrf2 activator,EPAC2 agonist,TGFb inhibitor
CCCC1CCc2c(sc(NC(=O)c3cccs3)c2C(N)=O)C1 (configuration not stated),-4%,7%,i,1.0,0%,6%,3.0%,-5%,-8%
O=C(CCS(=O)(=O)CCN1CCOCC1)NCNC(=O)CCS(=O)(=O)CCN1CCOCC1,2%,0%,i,-0.2,-17%,-4%,0.5%,6%,3%
O=c1ccccn1Cc1c(Cl)cccc1Cl,-2%,9%,i,0.6,0%,-6%,-0.7%,8%,-17%
Cc1nn(CC(=O)Nc2cccnc2)c(=O)c2ccccc12,12%,-2%,i,0.4,14%,1%,0.5%,4%,15%
N=C(N)n1c(N)nc2ccccc2c1=O,0%,.,i,-3.7,2%,4%,-0.5%,1%,-9%
N#CC1(NC(=O)CN2C(=O)NC(Cc3c[nH]c4ccccc34)C2=O)CCCCC1 (configuration not stated),5%,5%,i,-3.2,-7%,4%,-0.6%,-6%,-4%
CCc1ccccc1OCC(=O)Nc1cccc(S(=O)(=O)N2CCCC2)c1,-2%,-3%,i,-6.7,4%,-18%,0.2%,21%,?
Cc1ccc(CNC(=O)Cc2csc3ccccc23)cc1,0%,17%,i,.,-18%,?,6.9%,.,0%
O=C(CCN1CCOCC1)Nc1ccc(F)cc1,2%,4%,i,-0.8,-1%,2%,-0.3%,2%,0%
Cc1cc2cc(C#N)c(N3CCOCC3)nc2cc1Cl,-5%,.,i,1.6,-5%,-4%,-0.3%,-2%,2%
Fc1cccc(Cl)c1CN1CCN(c2nc3ccccc3s2)CC1,5%,69%[activator],i,2.3,-7%,180%,2.0%,18%,-15%
Cc1cccc(OCC(=O)NCC2(N3CCN(C)CC3)CCCCC2)c1C,?,.,.,.,-18%,18%,4.6%,.,-14%
Cc1nc2ccccc2nc1N/N=C/c1ccc(O)cc1,-12%,42%[activator],i,-1.8,-16%,28%,7.5%,3%,-6%
Cc1cc(C)n2c(nc3ccccc32)c1C(=O)NCc1ccccc1,11%,.,i,0.7,1%,8%,2.8%,-4%,4%
COc1ccc(NC(=O)c2cc(-c3ccc(F)cc3OC)n[nH]2)c(C)c1,.,-3%,?,-0.4,-17%,.,-0.7%,6%,31%[activator]
Cc1cccc(NC(=O)CCOc2ccccc2)c1,0%,18%,?,0.4,-24%,.,2.8%,-3%,?
CCN(CC)CCSc1nnc2c3cc(F)ccc3n(CC)c2n1,-3%,10%,i,.,-25%,-2%,3.1%,.,9%
CC(=O)c1cccc(-c2csc3ncnc(Sc4nnnn4C)c23)c1,1%,6.3µM*,7.9µM*,-0.9,-89%,?,?,9%,6.3µM*
S=C(NC1CCCCC1)N(CCc1nc2ccccc2[nH]1)C1CCCC1,-14%,38%[activator],i,-0.8,-53%,?,-0.7%,6%,-13%
CN(Cc1ccccc1)Cc1ccccc1C(O)c1ccccc1 (configuration not stated),6%,-22%,i,0.0,-72%,5%,-0.3%,18%,0%
COc1ccccc1OCC(=O)Nc1ccc(S(=O)(=O)N(C)c2ccccc2)cc1,-13%,9%,i,-3.7,4%,?,-0.5%,17%,10%
CC(=O)c1ccc(NC(=O)CN2C(=O)COc3ccc(Cl)cc32)cc1,-12%,4%,i,1.2,6%,-22%,4.7%,2%,-2%
Cn1cc(CN2CCCC(CO)(Cc3cccc(Cl)c3)C2)cn1 (configuration not stated),7%,.,i,-0.7,0%,9%,-0.1%,5%,11%
Cc1cc(S(=O)(=O)N2CCOCC2)ccc1OCC(=O)Nc1ccc(F)cc1,5%,-23%,i,-1.5,7%,1%,0.4%,8%,16%
COc1ccccc1CC(Cc1nc2ccccc2[nH]1)c1nc2ccccc2[nH]1 (configuration not stated),3%,-21%,?,0.1,-6%,18%,4.1%,14%,-29%
O=C(Oc1ccc([N+](=O)[O-])cc1)C1CC(=O)N(c2ccc3c(c2)OCCO3)C1 (configuration not stated),17%,-7%,i,-0.2,-19%,1%,-0.3%,-4%,-1%
Cc1ccc(N2CC(C(=O)Nc3ccc(N(C)C)cc3)CC2=O)cc1C (configuration not stated),15%,.,.,0.2,-1%,11%,-0.3%,-3%,-1%
CSc1ncccc1C(=O)Nc1ccc(S(=O)(=O)NC2=NCCCCC2)cc1,-3%,5%,i,-0.2,2%,-16%,0.4%,1%,1%
CC1CC1C(=O)Nc1nc2ccc(S(C)(=O)=O)cc2s1 (configuration not stated),1%,3%,i,-0.4,-29%,?,0.2%,5%,-21%
CC(NC(=O)COC(=O)Cc1ccc(Cl)cc1)c1ccccc1 (configuration not stated),4%,12%,i,-0.6,5%,11%,-0.2%,7%,3%

# Sorted by the number under Nrf2 activator (falling): some entries from above
compound	Nrf2 activator
Cn1cc(CN2CCCC(CO)(Cc3cccc(Cl)c3)C2)cn1 (configuration not stated)	-0.1%
Cc1ccc(N2CC(C(=O)Nc3ccc(N(C)C)cc3)CC2=O)cc1C (configuration not stated)	-0.3%
O=c1ccccn1Cc1c(Cl)cccc1Cl	-0.7%

# Carrying on.
SMILES,A549 viability,ATXN2 expr inh,ATXN viability,IL-2 act,HepG2 tox,Nrf2 inh,Nrf2 activator,EPAC2 agonist,TGFb inhibitor
O=C(Cc1ccccc1)N/N=C/c1cc(Br)c(Br)o1,-13%,48%[activator],i,-0.2,-1%,.,2.5%,-2%,-2%
CC1(c2ccccc2)CC(C)(C)n2c(O)c(C3=NC(=S)NC3=O)c3cccc1c32 (configuration not stated),-16%,.,i,0.0,-27%,?,0.3%,3%,-3%
N/C(=N\OC(=O)CSc1ccccc1)c1cccc([N+](=O)[O-])c1,-5%,46%[activator],i,-2.2,2%,11%,-0.5%,21%,14%
O=C(/C=C/c1ccc([N+](=O)[O-])o1)NNC(=O)c1ccc(F)cc1,15µM*,6.3µM*,.,-4.0,-96%,?,?,4%,?
O=C(NN1C(=O)C2C3c4ccccc4C(c4ccccc43)C2C1=O)C1CC1 (configuration not stated),5%,2%,i,-0.1,-3%,-5%,0.1%,-1%,1%
Cc1c(C)n(CC(O)CN2CCCCCC2)c2ccccc12 (configuration not stated),-10%,-19%,i,3.4,-23%,-1%,0.1%,-1%,-10%
Cc1cc(C)c(C(=O)Nc2ccc(S(=O)(=O)Nc3ccccn3)cc2)c(C)c1,1%,-7%,?,0.2,-17%,?,-0.6%,5%,-18%
CC(=O)C(=Cc1ccccc1)c1ccccc1,.,-8%,i,0.2,.,.,?,6%,.
CSCC[C@H](NC(=O)N1CCn2c1nc1ccccc12)C(=O)N[C@@H](C(=O)O)c1ccccc1,-1%,6%,i,-0.5,-6%,2%,-0.6%,6%,-12%
Nc1ccc(NC(=O)c2cccs2)cc1,-12%,-17%,?,-0.1,-25%,-9%,-0.4%,-2%,-22%
CC(=O)c1c(C)[nH]c(C(=O)COC(=O)COc2ccccc2F)c1C,-19%,.,.,0.8,-27%,-4%,1.1%,8%,7%
Cc1ccc(C)c(N2CCN(S(=O)(=O)c3cc(-c4cc(C)no4)ccc3C)CC2)c1,-5%,.,.,.,-11%,?,-1.3%,.,?
Cc1cc(-c2ccc(Cl)cc2)c(C#N)c(N)n1,3%,6%,i,-1.8,-2%,4%,0.1%,1%,-4%
CCN1CCN(c2ncnc3c2c(-c2ccccc2)cn3-c2ccc(F)cc2)CC1,-2%,0%,i,1.0,0%,10%,-0.6%,10%,1%
C=CCn1c(SCC(=O)c2c(N)n(C)c(=O)n(C)c2=O)nc2sc(CC)cc2c1=O,2%,-6%,i,-0.6,3%,-3%,0.3%,0%[15.6 µM],-13%
Oc1ccc(Br)cc1CNn1cnnc1,6%,0%,i,0.3,-22%,3%,0.5%,-2%,-44%
COCc1[nH]nc2c1C(c1ccsc1)C(C#N)=C(N)O2 (configuration not stated),-1%,3%,i,-2.1,-6%,-7%,6.4%,5%,-5%
O=C(c1cccc([N+](=O)[O-])c1)c1ccc2[nH]c(=O)[nH]c2c1,-8%,0%,?,-0.4,-5%,?,0.2%,5%,-3%
O=C(Nc1sc2c(c1C(=O)O)CCCC2)c1cccc(Cl)c1,?,10%,i,-2.0,-42%,?,3.3%,13%,?
COc1ccc([C@H]2/C=C\CN(S(=O)(=O)/C=C/c3ccccc3)[C@@H](C)C(=O)N2Cc2ccc(F)cc2)cc1,-2%,-4%,i,-2.9,-16%,-8%,-0.4%,0%,?
CCN(c1ccccc1)S(=O)(=O)c1ccc(Cl)c(C(=O)OCC(=O)NC(=O)C(C)C)c1,2%,.,i,0.2,-7%,-3%,-0.6%,14%,-26%
COc1ccccc1CNC(=O)C(C)n1ccc2cc(S(=O)(=O)N3CCCC3)ccc21 (configuration not stated),-15%,-1%,i,.,-8%,?,3.3%,.,10%
Nc1cc(=O)[nH]c(SC/C=C/c2ccccc2)n1,-1%,15%,i,-0.6,-3%,-20%,4.5%,17%,-2%
O=C(CN1C(=O)COc2ccc(S(=O)(=O)N3CCCCCC3)cc21)N1CCN(c2ccccc2F)CC1,-5%,-17%,?,.,-29%,-15%,-0.9%,.,-27%
COc1cc(NC(=O)CCc2nc(-c3cccs3)no2)cc(OC)c1OC,2%&-9%,0%,i,-1.2,-17%&2%,-17%&-26%,3.1%&0.6%,-3%,-4%&1%
Cc1cc(NC(=O)c2ccccc2C)ccc1NC(=O)c1ccccc1Cl,0%,.,i,-2.2,1%,-4%,0.5%,-1%,5%
O=C(CCCCCCN1C(=O)c2ccccc2C1=O)N1CCC(c2ccccc2)C1 (configuration not stated),-1%,-14%,i,-1.0,-54%,?,2.3%,13%,1%
COc1ccc(Nc2ncc(C(=O)O)c3ccccc23)cc1,-9%,15%,i,0.2,7%,.,-0.4%,10%,-2%
